# Assay outcomes from PubChem.
# bIAP activator: increases bovine intestinal alkaline phosphatase activity. purified bovine IAP, CDP-star luminescence, 30 min; stronger effect = higher value; fold of DMSO-control signal, blank-subtracted. activation factor at 20 µM. 200,000 tested, 0.17% active;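 active = activation factor of 2 or more at 20 µM, a signal rise over negative controls twice the positive control's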
# TNAP inh no acc: blocks human TNAP activity with no phosphate acceptor present; P05186; purified TNAP, CDP-star luminescence, 30 min; inhibition, % at 20 µM; 200,000 tested, 0.26% active; AID 1012;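 active = tissue-nonspecific alkaline phosphatase inhibition above about 50% at 20 µM in the single-dose screen, limit read from the data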;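 note: 0% = DMSO negative control and 100% = EDTA positive control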
# Target sequence (P05186 whole entry, looked up): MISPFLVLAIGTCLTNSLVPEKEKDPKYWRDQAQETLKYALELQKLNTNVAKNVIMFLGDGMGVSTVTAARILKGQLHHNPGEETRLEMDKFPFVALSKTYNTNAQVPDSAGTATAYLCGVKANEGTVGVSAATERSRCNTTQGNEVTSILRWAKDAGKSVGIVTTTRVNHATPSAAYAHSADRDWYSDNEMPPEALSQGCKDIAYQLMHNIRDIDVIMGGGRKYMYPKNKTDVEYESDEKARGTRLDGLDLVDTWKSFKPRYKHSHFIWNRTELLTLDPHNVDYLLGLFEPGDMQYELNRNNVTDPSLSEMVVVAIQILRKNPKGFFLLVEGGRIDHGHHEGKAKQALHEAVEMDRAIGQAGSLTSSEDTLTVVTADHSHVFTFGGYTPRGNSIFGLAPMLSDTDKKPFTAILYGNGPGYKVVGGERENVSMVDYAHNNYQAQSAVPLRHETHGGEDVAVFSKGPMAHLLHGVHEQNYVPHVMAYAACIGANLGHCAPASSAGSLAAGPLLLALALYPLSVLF
# TNAP inh hiacc: inhibitors of human TNAP at high phosphate acceptor concentration | P05186 | purified TNAP, CDP-star luminescence, 1 M DEA | inhibition, % at 20 µM | 200,000 tested, 0.03% active | AID 1135;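 active = over 50% inhibition of tissue-nonspecific alkaline phosphatase at 20 µM in the single-dose screen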;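 note: plate controls were DMSO wells for no effect and EDTA-quenched wells as full inhibition for full effect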
# FLuc act counter: firefly luciferase counter-screen for stimulation assays; AID 1027; activation factor at 10 µM; 200,000 tested, under 10 active; P08659; ATPlite luciferase biochemical, luminescence, 10 min; 0 = ATP-free wells, 1 = DMSO control;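 active = luciferase activation factor, scaled between plate controls, of at least 2 with compound at 10 µM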
#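 Material: luciferase plus luciferin reagent, cell-free. Medium: PBS buffer for ATP. Also added: ATP substrate, dispensed from a 10.24 µM working solution in PBS. Doses: test compounds dosed from 2 mM stocks in 100% DMSO. Incubation: 10 min post-reagent at room temperature. Technique: light output (luminescence). Read-out basis: luminescence gain marking luciferase activators.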
# APP 5'UTR act: APP 5'UTR luciferase reporter activation. activation, % at 2 µM. SH-SY5Y APP 5'UTR luciferase reporter, luminescence; zero percent = DMSO vehicle wells. 190,000 tested, 1% active;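 active = activation above a set limit, based on mean plus 3 SD of controls, cut at about 140% in these data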; note: values of inactives mirror those of a sister screen read the other way
# PMI act satM6P: increases human PMI activity with near-saturating mannose 6-phosphate; P34949; coupled PMI enzyme assay, resazurin fluorescence, 20 min; stronger effect = higher value; 1 = untreated enzyme, 0 = substrate-free blank; activation factor at 20 µM; 190,000 tested, 0.34% active;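 active = activation factor of 2 or more at 20 µM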
# Target sequence (P34949 whole entry, looked up): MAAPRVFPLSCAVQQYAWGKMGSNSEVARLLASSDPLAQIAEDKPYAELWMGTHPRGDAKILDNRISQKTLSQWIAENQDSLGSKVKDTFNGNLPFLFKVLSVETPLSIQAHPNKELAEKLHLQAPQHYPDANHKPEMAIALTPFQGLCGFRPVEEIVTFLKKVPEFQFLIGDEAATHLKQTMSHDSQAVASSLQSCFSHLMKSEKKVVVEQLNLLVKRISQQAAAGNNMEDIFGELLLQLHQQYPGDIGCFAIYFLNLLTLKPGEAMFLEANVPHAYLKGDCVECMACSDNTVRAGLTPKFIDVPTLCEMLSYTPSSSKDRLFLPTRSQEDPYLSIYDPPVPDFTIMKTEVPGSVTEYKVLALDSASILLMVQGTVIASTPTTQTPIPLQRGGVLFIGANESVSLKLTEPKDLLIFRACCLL
#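 assay system = human phosphomannose isomerase with PGI, G6PDH, diaphorase coupling enzymes | quantity = 15 ng/mL PMI | incubation = enzyme reaction with compound 20 min at room temperature | medium = HEPES pH 7.4 buffer with MgCl2 and Tween-20 | compound dosing = one concentration, 20 µM, in 1% DMSO | measured by = Diaphorase-driven resazurin-to-resorufin fluorescence, excitation 544, emission 590 nm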
# FLuc inh counter: counter-screen for luciferase assay inhibitors: firefly luciferase inhibition. ATPLite firefly luciferase biochemical luminescence, 10 min. 200,000 tested, 1.5% active. inhibition, % at 10 µM;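 active = inhibition above about 50% when tested at 10 µM, limit read from the data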
# TNAP act hiacc: TNAP (human) activation, high acceptor; P05186; purified TNAP, CDP-star luminescence, 1 M DEA, 30 min; stronger effect = higher value; 0 = EDTA background, 1 = DMSO-only activity; activation factor at 20 µM; 200,000 tested, under 10 active;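 active = activation factor at least 2 at 20 µM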
#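 system = human TNAP | amount = enzyme diluted 1/800 final | reagent = 100 µM CDP-star substrate | signal = luminescent substrate turnover signal | dosing = one dose, 20 µM | benchmarks = EDTA negative control, DMSO positive control | measure = activation factor | timing = 30 min reaction, room temperature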
# PMI act: increases human mannose-6-phosphate isomerase activity; P34949; purified human PMI, coupled resazurin fluorescence, 20 min; stronger effect = higher value; 1 = vehicle control, 0 substrate-free wells; activation factor at 20 µM; 190,000 tested, 0.005% active; AID 1214;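 active = activation factor of 2 or more at 20 µM, relative to plate controls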
# NF-kB expr up: raises NF-kB expression in human neuronal cells. 190,000 tested, 1.6% active. NF-kB reporter expression; stronger effect = higher value. fold change at 12.5 µM; in the data active = fold change above about 3.3
# The depositor's hits bear a star; . = no result given. Compounds as they come; any-hit rate near 3.6%.
SMILES,bIAP activator,TNAP inh no acc,TNAP inh hiacc,FLuc act counter,APP 5'UTR act,PMI act satM6P,FLuc inh counter,TNAP act hiacc,PMI act,NF-kB expr up
COc1cccc(/C=C2/SC(=S)N(CC(=O)Nc3nnc(C)s3)C2=O)c1,0.7,-2,0,1,-35,1,-3,1,1,1.5
COc1ccc(-n2nnnc2-c2ccccc2)cc1,0.9,-25,-5,1.1,-89,1,-6,1.1,1,1.4
COc1cc(CN2CCCC(C(=O)c3ccc4c5c(cccc35)CC4)C2)cc(OC)c1O (stereo not given),1,-7,-7,1.1,-9,0.3,-7,1.1,0.5,0.81
Fc1ccc(N2CCN(c3nc(-c4ccco4)cc(C(F)(F)F)n3)CC2)cc1,0.8,-10,-6,1.1,-1,0.9,-6,1.1,0.9,1.1
CCCN(CCC)CC(O)COc1ccc2c(c1)OCO2 (stereo not given),1,11,0,1,1,1.1,-5,1,1.2,1.1
O=c1c(/C=C(\O)c2ccccc2)nc2ccccc2n1-c1ccccc1,0.6,16,6,1,-5,0.9,1,0.9,0.8,1.4
O=C(c1nn2c(C(F)(F)F)cc(-c3cccs3)nc2c1Br)N1CCCc2ccccc21,0.9,-9,2,1.1,12,1,-6,1,0.8,0.44
Cc1ccccc1C(=O)NCCc1nnc(SCC(=O)Nc2nc(-c3ccccc3)cs2)n1C,0.8,-6,-1,1,7,1.1,-4,1,1,1.1
Cc1cc(C)c2c(CN3CCN(C)CC3)cc(=O)oc2c1,0.9,-9,-3,1.1,-10,1,-6,1,1,1.2
Cc1noc(NC(=O)c2ccc(Cl)cc2)c1Cl,0.9,-10,-1,1,10,1,-4,1,1.1,1.2
O=[N+]([O-])c1cccc(-c2nc(NCc3ccccc3)c3ccccc3n2)c1,1.4,1,6,1,16,0.7,0,0.9,0.8,0.94
CCOC(=O)N1CCN(S(=O)(=O)c2ccc(OC)c(Cl)c2Cl)CC1,1,-3,-6,1,-3,1,-3,1.1,1,0.94
CCOc1ccc(C(CC(=O)O)NC(=O)c2ccco2)cc1 (stereo not given),1,-6,1,1.1,-6,1.1,-8,1,1.1,1.1
CC(C)(C)OC(=O)NCCCC[C@H](NC(=O)c1nc[nH]c1C(=O)N1CCN(C(=O)OC(C)(C)C)CC1)C(=O)OC(C)(C)C,1,0,1,1,17,1,-2,1,0.9,0.55
CC1CN(C(=O)/C=C/c2ccccc2[N+](=O)[O-])CC(C)O1 (stereo not given),1,-17,-8,1.1,13,0.9,-8,1.1,1,1.4
Cc1ccc(Cn2ncc3c(N4CCN(c5ccc(C)cc5)CC4)ncnc32)cc1,0.9,-8,-6,1.1,-11,1.1,-6,1.1,1.1,1.1
Cc1cc(Cl)ccc1NC(=O)NC1CCN(S(=O)(=O)c2ccc(F)cc2)CC1,0.9,-22,-2,1,-15,1.1,-4,1,1,1.1
O=C(CSCc1cccc(CSCC(=O)Nc2ccc3ccccc3c2)n1)Nc1ccc2ccccc2c1,1,-38,-8,1,18,1,-1,1.1,1,0.89
CCCNC(=O)C1CCN(c2nc(C)cc(C)n2)CC1,1,-13,-7,1.1,-3,1,-6,1.1,1,1.2
O=c1[nH]c(/C(Cl)=C/c2cc(Cl)ccc2O)nc2cc(Cl)ccc12,0.9,-16,-1,1,-15,1,-1,1,0.9,1.3
COc1cc(/C=N/NC(=O)c2cccc(S(=O)(=O)N3CCOCC3)c2)cc(OC)c1O,1,-2,-3,1,14,0.9,-1,1,0.9,1.1
Cc1ccc(C2NNC(=O)C2NC(=O)c2ccccc2)cc1 (stereo not given),1.1,-1,-4,1.1,27,1.4,-6,1,1.1,1.9
O=C(Cc1n[nH]c(=O)[nH]c1=O)N/N=C/c1c(O)ccc2ccccc12,1,-92,2,1,-22,1.2,2,1,1.1,1.2
Cc1cc(Cl)ccc1OCC(=O)OC(C)C(=O)NC(N)=O (stereo not given),1,-15,-5,1,11,1.1,0,1,1.1,1.2
COc1cc(NC(=O)c2cccs2)c(C(=O)OCC(=O)NC(C)c2ccccc2)cc1OC (stereo not given),1,-6,-5,1,5,1,-5,1.1,0.9,0.74

# Carrying on.
SMILES,bIAP activator,TNAP inh no acc,TNAP inh hiacc,FLuc act counter,APP 5'UTR act,PMI act satM6P,FLuc inh counter,TNAP act hiacc,PMI act,NF-kB expr up
NC(=O)N/N=C\c1cc(Br)ccc1O,1,-5,2,1,3,0.8,1,1,0.8,1
Cc1ccc(S(=O)(=O)CCC(=O)NCCN2C(=O)S/C(=C/c3ccc(F)cc3)C2=O)cc1,0.8,-2,-3,1.1,18,1,-14,1,0.9,1.3
COc1ccc(CCNC(=S)N2CCC(C(=O)c3ccc(F)cc3)CC2)cc1OC,1.1,-16,-6,1.1,-48,1,-6,1.1,1,0.95
CCC(=O)c1ccc(OC(=O)c2cnccn2)cc1,1.1,20,5,0.9,5,1.2,11,0.9,1.3,1.2
COC(=O)c1cccc(NC(=O)CN2CCOCC2)c1,1,-4,0,1,-7,1.1,-1,1,1.1,1.2
Cc1ccc(-c2cc(C(=O)N3CCCc4ccccc43)no2)cc1,1.1,-7,-3,0.4,41,1,58*,1,1,2.6
O=C(Nc1ccc(NC(=O)c2cccs2)cn1)c1ccco1,1,-10,-3,0.2,148*,1.1,83*,1,1,4.5*
COc1ccc(NC(=O)C2CCCN(C(=O)NC3CCCCC3)C2)cc1OC (stereo not given),1.1,-11,-3,1,-7,1,-1,1,0.9,0.89
O=C1CC(N2CCN(C/C=C/c3ccccc3)CC2)C(=O)N1CCc1ccccc1 (stereo not given),1,-7,0,1.1,5,1,-5,1,1,0.5
O=C(Nc1cccc(C(F)(F)F)c1)c1cccc(NS(=O)(=O)c2ccc(Br)c(C(=O)O)c2)c1,1,-10,-7,1.1,-18,1.1,-6,1.1,1.1,1.1
CCN(CC)c1nc(N)nc(N(c2ccccc2)c2ccccc2)n1,0.9,-10,-2,1,-3,1.1,-4,1,1,0.97
CCN1CCN(Cc2c(O)ccc3c2O/C(=C\c2ccc(C)cc2)C3=O)CC1,1,-5,8,1,-3,1,3,0.9,1,1.2
COc1ccc2[nH]c(=O)c(-c3nnn(-c4ccccc4)n3)cc2c1,0.9,-5,-2,1,55,0.7,0,1,0.9,1.2
c1ccc(-c2nc(NCc3cccnc3)c3oc4ccccc4c3n2)cc1,1,-9,-2,1,-4,1.1,-3,1,1,0.41
Cc1nnc(Nc2ccc(Cl)c(C(F)(F)F)c2)[nH]c1=O,1.4,-3,-4,1,30,0.9,1,1,0.9,1.2
COc1ccc(N2CCN(C(=O)c3cc(-c4cccs4)nc4ccccc34)CC2)cc1,1,-9,-2,1,5,0.9,0,1,0.9,1.2
CC(C)(Oc1ccc(Cl)cc1)C(=O)N1CCN(c2ccccn2)CC1,0.8,-1,1,1.1,9,0.9,-7,1,0.9,0.83
O=S(=O)(c1ccc2c(c1)OCCO2)N1CCC(n2cnc3cc(F)ccc32)CC1,1,-6,-5,1,-4,0.9,-3,1.1,0.9,0.97
CC1Cc2ccccc2N1CC(=O)NC(=O)NC1CCCC1 (stereo not given),1.1,-7,-3,1.1,9,0.9,-5,1,1,0.96
COc1ccc(NC(=O)c2cc3c(=O)n(C)c4ccccc4c3s2)cc1OC,1,11,-6,1.1,7,1,-7,1.1,1.1,1.2
Cc1ccccc1C(=O)NC(=S)NCCN1CCOCC1,0.6,-2,-1,1,-3,1,0,1,1.1,1.2
COc1ccc(C(=O)NCCC2=CCCCC2)cc1[N+](=O)[O-],0.8,-12,-8,1,20,0.9,-3,1.1,0.9,1.6
COc1ccc(NCc2ccc3c(c2)OCO3)cc1Cl,0.4,-6,-1,1,10,0.8,0,1,0.8,1.4
CC(=O)/C=C(\C)Nc1c(C)n(C)n(-c2ccccc2)c1=O,0.9,-8,1,1,-17,1,-4,1,1.1,0.92
N#Cc1cnc2c(-c3ccccc3)c(-c3ccccc3)nn2c1N,1.1,-29,-1,1,3,0.8,-4,1,0.9,1

# Part of the list above, tab-delimited.
SMILES	bIAP activator	TNAP inh no acc	TNAP inh hiacc	FLuc act counter	APP 5'UTR act	PMI act satM6P	FLuc inh counter	TNAP act hiacc	PMI act	NF-kB expr up
COc1ccc(NC(=O)C2CCCN(C(=O)NC3CCCCC3)C2)cc1OC (stereo not given)	1.1	-11	-3	1	-7	1	-1	1	0.9	0.89
O=S(=O)(c1ccc2c(c1)OCCO2)N1CCC(n2cnc3cc(F)ccc32)CC1	1	-6	-5	1	-4	0.9	-3	1.1	0.9	0.97
Cc1ccc(S(=O)(=O)CCC(=O)NCCN2C(=O)S/C(=C/c3ccc(F)cc3)C2=O)cc1	0.8	-2	-3	1.1	18	1	-14	1	0.9	1.3

# Exported with bars between the fields: part of the list above.
molecule | bIAP activator | TNAP inh no acc | TNAP inh hiacc | FLuc act counter | APP 5'UTR act | PMI act satM6P | FLuc inh counter | TNAP act hiacc | PMI act | NF-kB expr up
COc1ccc(-n2nnnc2-c2ccccc2)cc1 | 0.9 | -25 | -5 | 1.1 | -89 | 1 | -6 | 1.1 | 1 | 1.4
COc1cc(CN2CCCC(C(=O)c3ccc4c5c(cccc35)CC4)C2)cc(OC)c1O (stereo not given) | 1 | -7 | -7 | 1.1 | -9 | 0.3 | -7 | 1.1 | 0.5 | 0.81
Fc1ccc(N2CCN(c3nc(-c4ccco4)cc(C(F)(F)F)n3)CC2)cc1 | 0.8 | -10 | -6 | 1.1 | -1 | 0.9 | -6 | 1.1 | 0.9 | 1.1
CCCN(CCC)CC(O)COc1ccc2c(c1)OCO2 (stereo not given) | 1 | 11 | 0 | 1 | 1 | 1.1 | -5 | 1 | 1.2 | 1.1
O=c1c(/C=C(\O)c2ccccc2)nc2ccccc2n1-c1ccccc1 | 0.6 | 16 | 6 | 1 | -5 | 0.9 | 1 | 0.9 | 0.8 | 1.4

# Following part:
SMILES,bIAP activator,TNAP inh no acc,TNAP inh hiacc,FLuc act counter,APP 5'UTR act,PMI act satM6P,FLuc inh counter,TNAP act hiacc,PMI act,NF-kB expr up
O=C(NCCc1ccccn1)c1cc(-c2ccc(Cl)cc2)nc2ccccc12,0.9,-7,1,1,-10,0.9,2,1,0.8,1.1
COc1ccc([N+](=O)[O-])cc1NC(=O)c1cc(C)c(C)o1,0.9,-6,-1,1.1,-3,1.2,-11,1,1.2,1.3
CCOC(=O)CNC(=O)N1CCCC(C(=O)c2ccc3c(c2)OCO3)C1 (stereo not given),1,-9,0,1,-1,.,0,1,.,1.1
CCCCCC(=O)NC(=S)Nc1ccc(N2CCCCC2)c(Cl)c1,0.9,-4,3,1,5,0.9,-1,1,1,0.99
O=C(Cn1c(=S)[nH]c2ccccc2c1=O)N1CCN(c2ccc(F)cc2)CC1,1,-2,3,1,-1,0.9,-2,1,1,1.1
CCOC(=O)c1cnn(-c2nc(SC)nc3sc4c(c23)CCCC4)c1N,1,-8,-6,1.1,-13,0.9,-6,1.1,0.9,1.1
CCCCNC(=O)CCC(=O)Nc1ccc2nc(N3CCC(C)CC3)cc(C)c2c1,1.2,6,1,1,3,1,5,1,1.1,1.6
